# Source: PubChem
# PLCg1 inh = PLC-gamma1 enzyme inhibitors, primary screen, biochemical, fluorescence, purified enzyme; AID 720700, 2013; hit rate 0.84% among 370,000; fluorogenic substrate; inhibition, % at 12.2 µM; 1-phosphatidylinositol 4,5-bisphosphate phosphodiesterase gamma-1 (Homo sapiens), P19174; in the data active = inhibition above about 9.5%
# LEDGF integ inh = blockers of LEDGF/p75-dependent integrase strand transfer – biochemical, TR-FRET, high throughput, primary screen. inhibition, % at 3.7 µM. TR-FRET IN-LEDGF/p75 DNA integration, Eu/Cy5. HIV-1 integrase (with human LEDGF/p75). AID 743269, 2014. hit rate 0.64% among 370,000;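 active = inhibition above the screen-wide mean plus 3 SD, cut at about 13% in these data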;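 note: signal is the Cy5 over europium emission ratio at 671 and 618 nm; 0% = plate median of compound wells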
# TDP2 absorb = human TDP2 enzyme inhibitors, primary screen, biochemical, epi absorbance, recombinant enzyme | inhibition, % at 12.8 µM | T5PNP hydrolysis, p-nitrophenol absorbance 415 nm | hit rate 0.34% among 370,000 | AID 720702, 2013 | Tyrosyl-DNA phosphodiesterase 2 (Homo sapiens), O95551;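 active = inhibition above the mean of all tested compounds plus 3 SD, set per campaign, cut at about 25% in these data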;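 note: 0% = DMSO with enzyme and 100% = buffer with substrate but no TDP2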
#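 System – recombinant human TDP2 · Quantity – TDP2 enzyme at 120 nM final · Doses – single concentration, 12.8 µM nominal, with 1% DMSO · Incubation – 2 h at 37 °C · Measured by – epi absorbance of p-nitrophenol freed from T5PNP by hydrolysis · Read-out – % inhibition relative to enzyme-containing and enzyme-free wells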
# ARFGAP1 inh = inhibitors of rat ARFGAP1 GAP activity, primary screen, biochemical, fluorescence polarization, GDP tracer; inhibition, % at 16.5 µM; ADP-ribosylation factor GTPase-activating protein 1 (Rattus norvegicus), Q62848; AID 651572, 2012; hit rate 0.26% among 360,000; Arfgap1-stimulated ARF1 GTP hydrolysis, GDP FP detection;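 active = inhibition above a per-plate limit, mean inhibition of low control wells plus 3 SD, cut at about 25% in these data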;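 note: 0% = DMSO wells with enzyme and 100% = wells lacking Arfgap1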
# Target sequence (Q62848 1-136 limits assumed): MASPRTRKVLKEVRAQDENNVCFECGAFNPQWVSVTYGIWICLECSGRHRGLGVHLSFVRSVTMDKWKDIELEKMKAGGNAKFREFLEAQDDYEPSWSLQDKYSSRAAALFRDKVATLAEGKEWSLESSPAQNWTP
#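 System: truncated rat Arfgap1 GAP domain / Medium: HEPES-based buffer, pH 7.5 / Also added: N-terminally truncated human ARF1-GTP substrate / Incubation: enzyme reaction 120 min at 25 °C after 20 min preincubation / Measured by: FP of antibody-bound GDP Alexa 633 tracer, ex 620/em 688 nm / Replicates: singlicate, each compound tested once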
# ADAM17 inh = ADAM17 inhibitors, primary screen, biochemical, QFRET; Disintegrin and metalloproteinase domain-containing protein 17 (Homo sapiens), P78536; recombinant ADAM17, EDANS/DABCYL FRET peptide cleavage; inhibition, % at 6.95 µM; hit rate 0.83% among 370,000; AID 720648, 2013;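 active = inhibition above the mean of compounds lying between control limits plus 3 SD, set per campaign, cut at about 8.5% in these data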;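 note: 0% = DMSO-only wells as the low control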
# Target sequence (P78536 215-824 limits assumed): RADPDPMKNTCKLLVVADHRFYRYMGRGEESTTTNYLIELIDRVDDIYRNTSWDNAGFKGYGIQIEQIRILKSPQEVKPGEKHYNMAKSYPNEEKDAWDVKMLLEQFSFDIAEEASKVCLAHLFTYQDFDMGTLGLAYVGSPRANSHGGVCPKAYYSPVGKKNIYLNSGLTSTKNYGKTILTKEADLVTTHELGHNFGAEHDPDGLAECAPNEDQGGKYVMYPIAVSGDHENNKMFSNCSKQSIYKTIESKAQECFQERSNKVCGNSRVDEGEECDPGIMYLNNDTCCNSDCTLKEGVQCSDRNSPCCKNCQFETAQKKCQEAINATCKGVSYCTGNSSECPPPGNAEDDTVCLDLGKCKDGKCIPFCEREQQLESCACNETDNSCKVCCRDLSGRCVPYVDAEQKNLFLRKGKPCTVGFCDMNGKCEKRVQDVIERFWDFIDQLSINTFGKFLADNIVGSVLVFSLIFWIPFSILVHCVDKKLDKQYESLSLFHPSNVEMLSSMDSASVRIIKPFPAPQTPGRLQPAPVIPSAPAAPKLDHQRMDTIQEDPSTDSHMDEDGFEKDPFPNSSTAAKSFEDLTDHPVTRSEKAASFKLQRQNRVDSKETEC
# KLK7 zymogen act = proKLK7 zymogen activators, primary screen, biochemical, fluorescence intensity | Kallikrein-7 (Homo sapiens), P49862 | purified proKLK7, EDANS-DABCYL substrate fluorescence; 100% is mature enzyme control, 0% vehicle | activation, % at 7 µM | hit rate 0.9% among 370,000 | AID 652039, 2013;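 active = activation above the mean of all tested compounds plus 3 SD, computed per campaign excluding outliers beyond control limits, cut at about 13% in these data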
# Target sequence (P49862 whole entry, looked up): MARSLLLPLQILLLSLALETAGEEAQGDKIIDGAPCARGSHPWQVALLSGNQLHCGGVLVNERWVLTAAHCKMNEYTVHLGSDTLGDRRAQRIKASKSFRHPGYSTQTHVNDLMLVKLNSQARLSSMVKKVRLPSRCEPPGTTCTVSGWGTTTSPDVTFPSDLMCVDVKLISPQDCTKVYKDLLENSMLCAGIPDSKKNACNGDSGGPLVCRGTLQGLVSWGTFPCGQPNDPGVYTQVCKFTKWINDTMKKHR
# Tn7 DDE FP = inhibitors of Tn7 peptide binding to fibrin DD(E), primary screen, biochemical, fluorescence polarization, human fibrin, Tn7 probe. Fibrinogen beta chain (Homo sapiens), P02675. inhibition, % at 8.3 µM. AID 720508, 2013. FP displacement of FITC-Tn7 peptide from fibrin DD(E); 0% = median of compound wells per plate. hit rate 0.13% among 370,000;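 active = inhibition above the mean of compounds falling within the control limits plus 3 SD of them, cut at about 14% in these data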;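 note: 0% = plate median of compound wells and 100% = 10 µM Aha-Tn7 peptide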
#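 Test system – human fibrin DD(E) · Times – 10 min preincubation, 3 h with tracer, room temperature · Detection – fluorescence polarization of the labelled Tn7 tracer · Measure – percent inhibition normalized to high-control wells · Benchmarks – high control wells with 10 µM unlabelled Aha-Tn7 peptide (full inhibition) · Repeats – singlicate testing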
# ASAP1 inh = inhibitors of human ASAP1 ArfGAP activity, primary screen, biochemical, fluorescence polarization. Arf-GAP with SH3 domain, ANK repeat and PH domain-containing protein 1 (Homo sapiens), …. ASAP1-stimulated ARF1 GTP hydrolysis, GDP FP detection. inhibition, % at 16.5 µM. hit rate 0.19% among 360,000. AID 624377, 2012; in the data active = inhibition above about 25%;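 note: 0% = vehicle with enzyme and substrate and 100% = no enzyme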
# Tn6 DDE FP = inhibitors of Tn6 peptide binding to fibrin DD(E), primary screen, biochemical, fluorescence polarization, human fibrin, Tn6 probe | Fibrin DD(E) TRITC-Tn6 fluorescence polarization displacement | hit rate 0.21% among 370,000 | Fibrinogen beta chain (Homo sapiens), P02675 | inhibition, % at 8.3 µM;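 active = inhibition above a per-campaign cutoff: mean of compounds within control limits plus 3 SD, cut at about 15% in these data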;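 note: 0% = median of all compound wells on the plate and 100% = blocking peptide control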
# ADAM10 inh = human ADAM10 inhibitors, primary screen, biochemical, QFRET, HTS; Disintegrin and metalloproteinase domain-containing protein 10 (Homo sapiens), O14672; recombinant ADAM10, EDANS/DABCYL FRET peptide cleavage, 3 h; inhibition, % at 7 µM; hit rate 0.62% among 370,000; AID 720582, 2013;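 active = inhibition above a per-campaign cutoff equal to the mean of compounds falling between control-based bounds plus 3 SD, cut at about 20% in these data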;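 note: 0% = DMSO wells while the 100% control is not disclosed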
# Numbers without * were called inactive; i = inactive. Not a hit list. About 4.2% of those tested had a hit in this group.
SMILES,PLCg1 inh,LEDGF integ inh,TDP2 absorb,ARFGAP1 inh,ADAM17 inh,KLK7 zymogen act,Tn7 DDE FP,ASAP1 inh,Tn6 DDE FP,ADAM10 inh
COC(=O)C1(CCSC)NC(c2ccccc2OC)C2C(=O)N(C)C(=O)C21 (stereo unspecified),7,-3,-4,-3,-8,0.6,2,5,-5,1
O=C(CN1CCN(CC(=O)Nc2ccc(-c3ccccc3)cc2)CC1)Nc1ccc(F)cc1,1,-5,-5,-1,-3,0.5,0,-5,-10,-8
CCn1c(SCC(N)=O)nc2c1c(=O)n(C)c(=O)n2C,0,2,5,-5,-4,-0.3,2,1,1,-6
Cc1cc(C)c(C#N)c(SCC(=O)Nc2nonc2N)n1,-310,-3,-16,1,-56,40*,-2,-5,-13,-152
COc1ccc(-n2c3c(cc(C(=O)N4CCC(C)CC4)c2=O)C(=O)CC(C)(C)C3)cc1,-8,7,-8,18,-3,-0.1,-6,-3,-3,-9
Cc1cc(N2CCN(C(C(=O)NC3CCCC3)C(C)C)CC2)c2ccccc2n1 (stereo unspecified),4,1,1,0,-4,-0.4,5,-3,-1,-11
COc1ccc(N2CCN(C(=S)NCCc3ccccc3)CC2)cc1,9,-4,-21,-7,4,0.1,-6,0,10,9
O=C(NCc1ccco1)c1ccc(S(=O)(=O)N2CCCCCC2)cc1,5,-2,-1,-3,-3,0.8,3,4,-2,-7
CCOc1ccc(CCNC(=O)CCC(=O)N2CCOc3ccc(C)cc32)cc1OCC,4,3,0,2,-2,0.3,2,0,-7,-2
CCOC(=O)c1ccc(S(=O)(=O)NCC(c2ccc(N(C)C)cc2)c2c[nH]c3ccccc23)cc1 (stereo unspecified),-2,0,10,7,12*,-0.6,-7,9,-3,26*
C[C@@H](CC#N)CN1CC[C@H](C(C)(C)C)CCC1=O,3,-2,4,14,0,0.1,-2,-1,-2,0
CC(=O)O[C@]1(C(C)=O)CCC2C3CCC4=C/C(=N/OCC(=O)O)CC[C@]4(C)C3CC[C@@]21C (stereo partly specified),-2,-2,8,-3,-2,0.6,7,-17,-1,-3
COc1ccc(CC2SC(=Nc3ccc(F)cc3)NC2=O)cc1 (stereo unspecified),-4,-8,6,11,-3,-0.2,1,-13,2,-7
O=C(NCCNC(=O)c1ccco1)c1ccc(F)cc1,-1,-3,18,13,-5,-0.6,0,2,-6,5
CCc1ccccc1N1C(=O)[C@@H]2Cc3ccccc3CN2C1=O,1,3,3,2,-3,0.1,6,-3,-4,-8
CC(=O)NCc1ccc(-c2nc3ccccc3s2)cc1,-10,0,1,-1,-5,-0.7,-3,11,-3,-30
CC1=C(C(=O)N(C)C)CC(CC(=O)NC(c2ccccc2)c2ccccc2)C(=O)N1Cc1ccc(C(C)(C)C)cc1 (stereo unspecified),-2,-2,0,13,3,-0.5,1,-5,8,1
CCOC(=O)c1sc(-c2ccc(F)cc2)cc1NC(=O)Nc1ccccc1OC,-1,4,1,6,-2,-0.2,1,4,0,-7
Cc1ccc(OCCNC(=O)[C@@H](Cc2ccccc2)NC(=O)[C@H]2O[C@@H](n3ccc(=O)[nH]c3=O)[C@H](O)[C@@H]2O)cc1C,3,6,-2,7,-3,0.4,-7,1,2,-3
O=C(Cn1nnc(-c2ccccc2)n1)N1CCN(c2ccc(F)cc2)CC1,2,2,-6,-6,-3,-0.7,-2,0,4,1

# Brought forward from above: two compounds, then new ones.
SMILES,PLCg1 inh,LEDGF integ inh,TDP2 absorb,ARFGAP1 inh,ADAM17 inh,KLK7 zymogen act,Tn7 DDE FP,ASAP1 inh,Tn6 DDE FP,ADAM10 inh
Cc1ccc(OCCNC(=O)[C@@H](Cc2ccccc2)NC(=O)[C@H]2O[C@@H](n3ccc(=O)[nH]c3=O)[C@H](O)[C@@H]2O)cc1C,3,6,-2,7,-3,0.4,-7,1,2,-3
O=C(Cn1nnc(-c2ccccc2)n1)N1CCN(c2ccc(F)cc2)CC1,2,2,-6,-6,-3,-0.7,-2,0,4,1
CSC1=NC2(CC(c3ccccc3)Oc3cc(O)ccc32)CC(C)(C)N1 (stereo unspecified),0,0,0,9,-3,0.0,2,-2,4,0
CC(C)C(NS(=O)(=O)c1c(Cl)cccc1Cl)C(=O)OCC(=O)c1c[nH]c2ccccc12 (stereo unspecified),-6,3,-12,17,15*,0.1,-5,6,-9,28*
O=C(c1ccc(COc2c(F)c(F)cc(F)c2F)o1)N1CCN(c2ccc(Cl)cc2)CC1,0,-1,0,5,-6,0.1,-2,3,7,0
C[C@H]1CN([C@@H](C)CO)C(=O)CCCn2nncc2CO[C@@H]1CN(C)S(=O)(=O)c1ccc(-c2ccccc2)cc1,0,2,-5,-1,0,-0.2,6,-2,7,-2
c1ccc(Cn2cc(CN3CCCO3)c(-c3ccc4c(c3)OCO4)n2)cc1,-1,3,7,-7,0,0.1,-3,2,-1,4
COc1ccccc1/C=C/C(=O)OCC(=O)N1c2ccccc2CC1C (stereo unspecified),-26,-6,-1,1,-31,-1.4,3,13,2,-107
C/C(N)=C(/C#N)C(=O)CSc1nnc(Nc2ccccc2C)s1,0,2,5,11,-1,1.2,-5,7,-11,3
CCCn1cc(SCC(=O)Nc2ccc3c(c2)OCO3)c2ccccc21,3,1,-10,-1,5,-0.1,2,-15,-7,15
Cc1cc(NC(=O)c2cc(-c3cccs3)nc3ccccc23)no1,i,-3,8,-14,-409,-29,-1,-5,3,i
Cc1ccc(OCc2ccc([N+](=O)[O-])cc2)c([N+](=O)[O-])n1,-1,1,8,-6,0,0.5,2,0,8,-2
CCCN(CC(=O)Nc1ccccc1C)C(=O)/C=C/c1cccs1,5,0,-2,-4,0,-0.5,2,-1,7,11
O=C1CCCc2sc3c(c2N1)CCCCC3,-1,-1,-8,4,0,0.1,-1,-4,7,3
O=C(O)C1CCCC[C@H]1C(=O)Nc1ncc([N+](=O)[O-])s1 (stereo partly specified),4,-4,15,7,1,0.4,-2,-7,0,4
Cc1cc(C(=O)OC(C)C(=O)Nc2nc(-c3ccccc3)cs2)c(C)o1 (stereo unspecified),4,1,-5,12,5,0.0,4,5,-16,4
CCc1c(C(=O)NNC(=S)NCCc2ccccc2)csc1C,-3,1,2,2,2,-0.3,2,4,-4,-3
Cc1cscc1-c1nc(NCC2CC2)nc2ccsc12,-57,5,-1,-1,-108,2.3,-3,-10,-3,-385
CCOC(=O)c1[nH]cnc1C(=O)O,3,0,2,-3,-3,-0.6,-3,1,-5,-6
CCc1nc2ccc(C(=O)Nc3ccc4c(c3)OCO4)cc2nc1CC,-4,5,5,-5,2,0.1,6,2,-8,10
Cc1ccc(OCc2cc(C(=O)N3CCCC(C)C3)no2)cn1 (stereo unspecified),-3,-3,3,-5,-5,-0.7,-1,-8,-3,-12
COC(=O)C(C(=O)OC)c1ccccc1[N+](=O)[O-],2,3,-12,-8,0,1.0,-3,-10,0,5
Cc1ccnc(NC(=O)c2cccc3ccccc23)c1,0,1,-12,2,1,0.6,-1,-1,-3,0
Cc1c(C#N)c2ccccc2n1CC(=O)NCC1CCCO1 (stereo unspecified),-9,0,13,3,-5,-0.3,-6,8,-4,-10
C[C@@H](NC(=O)[C@@H]1Cc2ccccc2CN1C(=O)OC(C)(C)C)C(=O)NCC1CCCO1 (stereo partly specified),3,4,4,2,-3,-0.2,-2,0,-2,-4
CC(C)NC(=O)c1ccc(OC2CSC2)cc1,-2,1,-2,4,-1,-0.4,-11,9,-5,2
CC(C)CC(C(=O)Nn1cnnc1)N1C(=O)c2ccccc2C1=O (stereo unspecified),2,4,-13,4,3,0.5,-4,3,-6,11
CO/N=C/c1ccc(Sc2ccccc2N)c([N+](=O)[O-])c1,-31,-1,-6,-5,4,0.2,2,-13,-4,9
CCCOc1ccc(C(=O)N2CCCc3ccccc32)cc1,0,1,-6,1,-1,0.1,3,7,-2,0
CC(=O)c1cccc(-c2csc3ncnc(Sc4nnnn4C)c23)c1,0,-1,5,4,-7,0.4,0,-1,11,-15
Cc1n[nH]c(=S)n1/N=C/c1ccccc1,-1,-1,-7,0,0,0.4,0,9,0,-11
CN(C)c1ccc(C=Cc2ccnc3c(O)cccc23)cc1,-17,2,6,-2,-2,-2.9,8,18,-11,-8
CCOC(=O)N1CCC(N2CCN(S(=O)(=O)c3ccc([N+](=O)[O-])cc3)CC2)CC1,0,0,6,-11,-1,-0.3,-8,-16,6,5
CCC(C)[C@H](NC(=O)OC(C)(C)C)c1nnc(SCc2c(C)[nH]c(=O)[nH]c2=O)o1 (stereo partly specified),1,-2,9,-1,-6,-0.1,2,2,-6,1
C/C(=N/NC(=O)CN1CCN(Cc2ccccc2)CC1)c1ccc([N+](=O)[O-])cc1,0,-4,7,-2,-6,0.5,8,6,8,7
C=CCNC(=O)C1COc2ccccc2O1 (stereo unspecified),-3,-2,5,5,-6,-0.4,8,4,6,0
CCOC(=O)CSc1nc(=O)n2ccc(C)cc2n1,-2,0,-7,-4,-8,-0.2,0,-5,-4,-19
CCNC(=O)c1cc2ccccc2o1,3,3,12,-12,-4,0.2,2,-1,-1,-1
O=C(c1ccc2c(c1)CCN2S(=O)(=O)c1ccccc1)N1CCN(c2ccccc2)CC1,1,-2,6,6,-2,0.2,3,-4,6,-2
CCOC(=O)c1cn(-c2nc(-c3ccc(Cl)c(Cl)c3)cs2)c2c(F)c(N3CCOCC3)c(F)cc2c1=O,-1,-3,6,-1,-3,0.0,3,-1,-2,-5
